Assay outcomes deposited in PubChem by several laboratories.
KOR beta-arrestin-1: KOR agonists, beta-arrestin recruitment, primary screen, cell-based, luminescence, uHTS (AID 1777); KOR beta-arrestin recruitment, luminescence; higher % means a stronger effect; one-dose activation, % at 10 µM; EC50 in µM for titrated hits; 280,000 tested, 0.02% active; in the data active = activation above about 50%, passing the limit was not always enough; note: a part of the inactive calls stands beside numbers as strong as those of hits
GPR35 antagonists: inhibition of zaprinast-stimulated GPR35 beta-arrestin translocation – imaging, U2OS, beta-arrestin-GFP, zaprinast agonist, primary screen (AID 2058) | U2OS GPR35 beta-arrestin-GFP translocation imaging, zaprinast antagonism; higher % means a stronger effect | one-dose inhibition, % at 10 µM; IC50 in µM for titrated hits | 290,000 tested, 0.052% active;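 active = inhibition of at least 50% with at least 30 cells and total cytoplasm GFP at most 10,000,000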
KOR beta-arrestin-2: kappa opioid receptor blockers – cell-based, luminescence, uHTS (AID 1778) | KOR beta-arrestin recruitment, luminescence, antagonist mode; higher % means a stronger effect | 290,000 tested, 0.091% active | inhibition, % at 10 µM; hits with a dose series show IC50 in µM; in the data active = inhibition above about 50%; note: strong numbers were not always called active
UTI89 phage lysis: inhibition of K1F phage lysis, E. coli UTI89, bacterial capsule biogenesis inhibitors, alamar blue (AID 488966) | E. coli UTI89 K1F phage lysis, alamar blue, 2 h; higher % means a stronger effect | inhibition, % at 100 µM, or IC50 in µM where a hit was titrated | 340,000 tested, 0.02% active;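 active = phage lysis inhibition, versus mean bacterial control, above a set limit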;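 note: capsule biogenesis inhibitors block K1F phage lysis so surviving cells raise fluorescence; higher fluorescence means more inhibition of phage lysis; actives were called in the ten point dose series up to 300 µM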
Rac1 GTP hydrolysis: MgcRacGAP GTPase-activating activity inhibitors, confirmation, biochemical, ADP Hunter fluorescence | MgcRacGAP-stimulated Rac1 GTP hydrolysis, ADP Hunter fluorescence; higher % means a stronger effect; GST-tagged Rac1 F28L mutant substrate | one-dose inhibition, % at 30 µM; IC50 in µM for titrated hits | 340,000 tested, 0.6% active;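 active = first-screen hits whose inhibition reached a set limit at any dose in the follow-up dose series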;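 note: fluorescence reports GDP produced by GAP-driven GTP hydrolysis; strong numbers were not always called active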
GPR55 antagonists: GPR55 antagonists blocking LPI-driven arrestin recruitment, primary screen, imaging, U2OS, beta-arrestin-GFP, LPI agonist (AID 2013). U2OS GPR55 beta-arrestin-GFP translocation imaging, LPI antagonism; higher % means a stronger effect. 290,000 tested, 0.13% active. inhibition, % at 10 µM; hits with a dose series show IC50 in µM;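 active = spots per cell inhibited over 60%, with over 100 cells counted and total cytoplasm intensity under 500,000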;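 note: U2OS cells stably carrying GPR55 and arrestin-GFP stimulated by 5 µM LPI near EC80; imaged beta-arrestin-GFP aggregate spots per cell after agonist stimulation; plate controls were LPI-stimulated DMSO wells for no effect and DMSO wells without LPI for full effect; some results filed as inactive read as strong as hits; confirmed hits need IC50 under 10 µM and bright autofluorescent wells are also inconclusive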
GPR55 beta-arrestin: GPR55 agonists via beta-arrestin recruitment, primary screen, imaging, U2OS cells, beta-arrestin-GFP redistribution (AID 1961); U2OS GPR55 beta-arrestin-GFP redistribution imaging; higher % means a stronger effect; one-dose activation, % at 10 µM; EC50 in µM for titrated hits; 290,000 tested, 0.048% active;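 active = activation above 40% with more than 50 cells counted in the well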;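 note: U2OS osteosarcoma cells stably expressing GPR55 and beta-arrestin-GFP; plate controls were DMSO negative control for no effect and LPI positive control for full effect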
NOD1 NF-kB reporter: NOD1 signaling inhibitors, primary screen, cell-based, luminescence, uHTS (AID 1578); NOD1-driven NF-kB luciferase reporter cells, luminescence; higher % means a stronger effect; inhibition, % at 4 µM; hits with a dose series show EC50 in µM; 290,000 tested, 1% active; in the data active = inhibition mostly above about 36%, no sharp cut-off; inactive = mostly below about 34%;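 note: HEK-293T reporter cells stimulated with the NOD1 agonist gamma-tri-DAP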
NTR1 agonist: NTR1-driven beta-arrestin-GFP spot formation – imaging, U2OS cells, high content, primary screen (AID 493036). agonist mode. activation, % at 20 µM. 330,000 tested, 0.17% active;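 active = activation at or above 40% of the spot to cytoplasm intensity ratio, with at least 20 cells analyzed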;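 note: 0% = DMSO without peptide and 100% = 100 nM NTR1 peptide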
Target sequence (P30989 whole entry, looked up): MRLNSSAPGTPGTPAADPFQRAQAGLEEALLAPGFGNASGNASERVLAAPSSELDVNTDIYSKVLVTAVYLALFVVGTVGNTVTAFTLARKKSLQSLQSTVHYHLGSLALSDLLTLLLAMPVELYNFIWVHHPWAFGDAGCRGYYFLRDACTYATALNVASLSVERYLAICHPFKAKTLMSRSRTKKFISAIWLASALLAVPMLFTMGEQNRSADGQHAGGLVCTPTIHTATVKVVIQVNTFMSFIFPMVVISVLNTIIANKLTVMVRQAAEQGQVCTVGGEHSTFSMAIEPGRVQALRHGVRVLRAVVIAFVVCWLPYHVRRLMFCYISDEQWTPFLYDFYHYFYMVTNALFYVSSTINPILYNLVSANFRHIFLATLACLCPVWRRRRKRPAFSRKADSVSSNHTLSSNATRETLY
NTR1 agonist cell count 20 µM: further read-out of NTR1 agonist, marked with its call; cell count; measured here: cell count, cytotoxicity flag
The depositor's hits bear a star; · = no result given; [ ] = remark or other dose. Some of the compounds tested; count on the stated rates, not on these rows.

Order of results: KOR beta-arrestin-2	GPR35 antagonists	UTI89 phage lysis	Rac1 GTP hydrolysis	GPR55 beta-arrestin	NTR1 agonist cell count 20 µM	KOR beta-arrestin-1	NOD1 NF-kB reporter	GPR55 antagonists	NTR1 agonist
N#Cc1ccsc1NC(=O)CCS(=O)(=O)c1ccccc1
    -4%	1%	-0.1%	9%	-0.1%	50	8.0%	-20%	-10%	-0.6
COc1ccccc1NC(=O)N1CCCC1C(=O)NCc1ccccc1Cl (stereo not drawn)
    0%	6%	0.3%	2%	-0.1%	61	1.0%	18%	4%	0.9
CC[C@H](C)[C@@H]1NC(=O)c2cc([N+](=O)[O-])cc(F)c2NCCCC[C@@H](C(N)=O)NC(=O)[C@H](CCCCN)NC1=O
    -18%	-8%	0.9%	10%	0.2%	53	1.8%	-30%	11%	1.0
O=C(N/N=C/c1ccccc1C(=O)O)c1cccc(S(=O)(=O)Nc2cc(Cl)ccc2Cl)c1
    -17%	2%	-0.3%	1%	0.0%	49	5.9%	-8%	1%	1.0
CCN(CC)CC(C)(C)COC(=O)c1oc2ccccc2c1C
    -38%	3%	0.2%	4%	-0.1%	56	7.2%	-13%	8%	1.8
CCN(CC)CCNC(=O)c1ccccc1C(=O)c1ncc[nH]1
    -83%	-3%	0.5%	3%	-0.1%	42	-2.7%	22%	4%	-0.4
CC(=O)Nc1cccc(OC(=O)COc2ccc(Br)cc2)c1
    -14%	5%	-0.2%	4%	-0.5%	98	3.2%	-33%	-10%	0.5
CC(C)NC(=O)COC(=O)c1cncc(Br)c1
    3%	5%	-0.9%	7%	-0.1%	33	-5.0%	-27%	-2%	-0.2
C=CCn1c(SCC(=O)N2CCCCCC2)nc2ccccc2c1=O
    6%	5%	-1.4%	7%	-0.2%	50	1.3%	27%	-4%	0.8
COC(=O)Cc1ccc(NC(=S)N2CCN(c3cc(Cl)ccc3C)CC2)cc1
    -34%[20 µM]	10%	·	·	-0.1%	24	·	6%	4%	5.2
C/C(=N\N1C(=O)CSC1=S)c1ccc(Br)cc1
    8%	-10%	0.5%	-3%	-0.2%	40	-4.8%	-25%	9%	1.3
O=C(COC(=O)c1cc[n+]([O-])cc1)Nc1ccc(SC(F)F)cc1
    21%	-1%	0.0%	-2%	-0.1%	50	4.4%	-3%	7%	1.5
CCC(C)OC(=O)C1=C(C)NC(=O)NC1c1ccc(F)cc1 (stereo not drawn)
    26%	-1%	1.7%	3%	-0.2%	43	-1.4%	2%	-10%	-1.1
CCOc1ccccc1NC(=O)COC(=O)CC(NC(N)=O)c1ccc(Cl)cc1 (stereo not drawn)
    -58%[20 µM]	-7%	-0.1%	13%	-0.1%	89	-1.3%	-12%	-7%	1.0
Clc1ccc(-c2csc(N3CCSCC3)n2)cc1
    19%	-3%	0.3%	2%	-0.1%	89	-0.5%	-47%	2%	3.5
O=C(NCc1ccccn1)Nc1cc(Cl)ccc1Cl
    16%	-5%	1.7%[50 µM]	5%	0.0%	73	2.9%	-39%	-3%	-1.6
CCOC(=O)N1CCN(Cc2nc3cc(NC(=O)C(C)C)ccc3n2CC)CC1
    -29%	14%	0.2%	10%	-0.1%	64	-1.5%	-7%	0%	-0.9
CC1CCN(CCCNC(=O)C2CCCN(c3ncnc4c3nc3n4CCCCC3)C2)CC1 (stereo not drawn)
    -20%	-7%	0.1%	13%	-0.1%	66	-3.8%	-18%	10%	0.9
O=C(C[n+]1ccccc1)Nc1ccccc1C(=O)O
    -3%	7%	2.1%	-3%	0.5%	80	-14%	-30%	9%	-0.2
Cc1nn(-c2ccccc2)c(C)c1NC(=O)COc1ccc(Br)cc1Cl
    -27%	12%	0.7%[50 µM]	8%	-0.3%	53	-2.6%	48%	3%	16
Cc1ccc(-n2nc3c(c2NC(=O)c2ccc4c(c2)OCO4)CS(=O)(=O)C3)c(C)c1
    -18%	2%	-0.4%	4%	-0.1%	59	-4.5%	20%	7%	0.0
Brc1ccc(C2=CC(c3cccs3)n3ncnc3N2)cc1 (stereo not drawn)
    -13%	12%	0.8%	14%	0.2%	71	3.2%	14%	-4%	13
COc1ccc(OC)c(/C=N/NC(=O)CNC(=O)c2cccc3ccccc23)c1
    14%	3%	-0.1%	8%	0.2%	52	-1.9%	-30%	10%	0.9
COc1cc2c(cc1OC)C(c1cccc([N+](=O)[O-])c1)N(C(=O)CCC(=O)O)CC2 (stereo not drawn)
    -7%	3%	-0.7%[50 µM]	1%	0.0%	64	0.7%	-8%	6%	-2.3
O=[N+]([O-])c1cccc(-c2cn(-c3ccccc3)c(=S)[nH]2)c1
    7%	-3%	0.1%	2%	0.6%	70	0.9%	-38%	1%	0.1
Cc1c(-c2ccccc2)nc(N)c(C#N)c1-c1cccnc1
    -3%	12%	0.3%	5%	-0.1%	40	2.3%	-9%	-2%	1.6
COc1ccc2[nH]c(=O)c(CN(Cc3ccccc3)C(=S)NCC3CCCO3)cc2c1 (stereo not drawn)
    -43%	8%	-0.1%	3%	0.2%	41	6.7%	-44%	5%	2.9
O=C(Nn1c(-c2ccncc2)nc2ccccc2c1=O)c1ccc(Br)cc1
    -10%	1%	-1.1%	-1%	0.1%	33	2.6%	-38%	8%	1.8
COc1cc(N2C(=O)CSC23C(=O)Nc2ccccc23)cc(OC)c1OC (stereo not drawn)
    -21%	18%	6.3%	8%	-0.1%	100	2.8%	-18%	13%	3.0
COc1cc(NC(=O)c2noc3c2CCCC3)c(OC)cc1Cl
    -4%	2%	5.4%	7%	-0.1%	79	6.4%	-22%	22%	1.4

Next compounds.
Order of results: KOR beta-arrestin-2	GPR35 antagonists	UTI89 phage lysis	Rac1 GTP hydrolysis	GPR55 beta-arrestin	NTR1 agonist cell count 20 µM	KOR beta-arrestin-1	NOD1 NF-kB reporter	GPR55 antagonists	NTR1 agonist
COc1ccc(CCNC(=S)N(C)C)cc1OC
    16%	0%	·	·	0.4%	55	5.1%	-3%	6%	0.4
O=C(CNC(=O)c1ccccc1F)NCCOc1ccccc1Cl
    -70%	7%	0.3%	1%	0.1%	91	3.7%	-33%	6%	0.0
CCc1nc(NCCCCCO)c2nnn(Cc3ccccc3F)c2n1
    -6%	-11%	0.1%	11%	0.3%	55	-2.8%	17%	-17%	0.1
COc1ccc(N2CCN(CCC(N)=O)CC2)cc1
    -9%	9%	0.3%	15%	0.2%	62	3.0%	-4%	-9%	-0.9
NC1=NC(=O)/C(=C/c2ccccc2OS(=O)(=O)c2ccc3ccccc3c2)S1
    12%	-11%	1.4%[50 µM]	8%	-0.1%	·	-2.9%	-10%	11%	·
CCCCNC(=S)N(C)/N=C/c1sc(N2CCCCC2)nc1-c1cccs1
    -10%	-10%	·	·	1.2%	100	7.5%	-5%	12%	3.5
CCCc1nn(-c2cc(Cl)ccc2OC)c2c1C(=O)CCC2
    4%	3%	-0.1%	6%	-0.2%	92	-0.7%	5%	-11%	-0.6
CC(Oc1ccc2ccccc2c1)C(=O)NNC(=O)Nc1ccccc1F (stereo not drawn)
    13%	7%	1.6%[50 µM]	6%	-0.1%	48	-4.6%	-21%	14%	-0.5
COc1ccc(/C=C/C(=O)c2ccccn2)cc1
    -2%	16%	0.7%	2%	0.7%	26	-4.6%	11%	6%	-1.6
Cc1nn(-c2ccccc2)c2c1C(=O)N(c1ccccc1)C(=O)C(C)(C)C2
    19%	3%	4.9%	5%	0.3%	56	-2.4%	8%	5%	1.0
C=CCn1c(SCC(=O)Nc2ccccc2OC)nnc1-c1ccco1
    30%	-3%	·	·	0.2%	93	-1.6%	-22%	5%	-0.6
COc1ccc(S(=O)(=O)N2CCCCC2)cc1NC(=S)Nc1ccccc1
    25%	2%	2.9%[50 µM]	5%	-0.2%	47	0.8%	-20%	2%	3.6
COc1cccc(CNCCOCCO)c1OC
    -5%	-4%	1.1%	15%	-0.3%	55	-6.3%	16%	-1%	2.0
Cc1sc2c(c1C)CN(C1CC(C)(C)NC(C)(C)C1)CN2C(=O)c1ccco1
    14%	0%	·	·	-0.3%	96	-4.2%	-32%	-8%	-2.5
COc1ccccc1NC(=O)COc1ccc(Br)cc1CNC1CCCC1
    45%[20 µM]	-3%	0.4%	7%	-0.1%	26	5.5%	-14%	14%	4.3
COCCNc1ccc([N+](=O)[O-])cc1C(=O)Nc1cccc(C)n1
    -32%[20 µM]	-15%	-0.2%	1%	0.2%	69	-0.2%	-37%	-7%	-0.6
COc1ccc(C(=O)O)cc1Nc1cc(C)nc2ncnn12
    42%	8%	-1.0%	4%	-0.1%	51	-5.3%	-5%	10%	-1.1
O=C(CC(C(=O)O)N1CCOCC1)Nc1ccc(Cl)cc1 (stereo not drawn)
    -45%	3%	9.6%	7%	0.4%	75	0.9%	-17%	-5%	0.6
Cc1ccc(-n2c(C)cc(C)c(C#N)c2=O)cc1
    11%	5%	1.8%	7%	0.1%	63	-5.3%	-12%	6%	-0.1
O=C(CCCSc1nc2ccccc2[nH]1)NCc1ccccc1Cl
    -8%	-1%	3.9%	4%	-0.2%	41	-4.9%	-12%	-1%	-0.2
CC1CCC/C(=C\Nc2ccc(C(=O)O)cc2)C1=O (stereo not drawn)
    -8%	-5%	1.2%	-2%	-0.4%	28	13%	-24%	8%	1.9
Cc1cc(C)c(C(=O)c2ccc(C(=O)N(C(C)C)C(C)C)cc2)c(C)c1
    12%	1%	1.4%	11%	0.3%	77	72%	14%	11%	3.8
Fc1ccccc1N1CCN(CC2CC3C=CC2C3)CC1 (stereo not drawn)
    2%	10%	1.7%	18%	0.0%	46	0.2%	3%	4%	2.8
O=C(c1cc2cc(Cl)ccc2oc1=O)N1CCCC1
    5%	-12%	0.3%	12%	-0.3%	38	-0.7%	-19%	0%	2.3
Cn1nnnc1NCc1ccccc1F
    -22%[20 µM]	-8%	1.0%	2%	-0.1%	68	-2.0%	-29%	7%	1.5
CCOc1ccc(S(=O)(=O)N2CCC(C(=O)NCC3CCCO3)CC2)cc1C (stereo not drawn)
    -10%	5%	0.0%	3%	-0.2%	50	0.6%	-8%	1%	-1.2
Cc1cc(C)cc(C(=O)NC(=S)Nc2cccnc2)c1
    19%	12%	0.6%	-1%	0.2%	58	-7.8%	-30%	12%	1.0
O=C(CN1C(=O)c2ccccc2C1=O)N1CCN(C2c3ccccc3-c3ccccc32)CC1
    12%	0%	2.2%[50 µM]	5%	-0.3%	61	6.5%	-9%	8%	-0.7
